# Source: PubChem BioAssay (several laboratories)
# T cell HTS: modulators of CD8 T cell-vesicle binding, primary screen, mouse 2C CD8+ T cells, flow cytometry. 2C CD8+ T cell-vesicle binding; stronger effect = lower value. calls only at 7 µM. 330,000 tested, 0.068% active;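 active means response, share of CD8 T cells binding vesicles, and their 90th percentile fluorescence all below set limits, cut at about 80% in these data, passing the limit was not always enough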
#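 System: murine 2C transgenic CD8+ T lymphocytes; also added: QL9-loaded Drosophila micro-vesicles; times: binding 1.5 h at 37 °C; measured by: flow cytometry, PE anti-B7-1 (FL2) versus Alexa647 anti-CD8 (FL8), PFA-fixed; control set: Peptide-free naked vesicles (low) and QL9 vesicles with 0.7% DMSO vehicle (high)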
# Lipid droplet: inhibitors of hepatocyte lipid droplet formation, primary screen, imaging, high-throughput imaging, BODIPY stain; AML12 mouse hepatocytes, oleate lipid droplets; inhibition, % at 6.5 µM; 240,000 tested, 0.4% active; AID 1656, 2009;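 active means lipid droplet intensity inhibited by at least 50%, with more than 500 cells counted; inconclusive means wells with under 300 cells, treated as cytotoxic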
#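 Test system: AML12 mouse liver cells; schedule: overnight exposure; technique: high-content imaging of BODIPY-stained droplets and DAPI nuclei; read-out: % inhibition of corrected integrated BODIPY droplet signal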
# Ins promoter up: insulin promoter activators in MIN6 cells, imaging, high-content screening, mouse beta cells. AID 1625, 2009. 190,000 tested, 0.3% active. MIN6 insulin promoter-GFP reporter; stronger effect = higher value. z-score at 5 µM;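 active means z-score above 3 at 5 µM with at least 500 cells counted in the well; inconclusive means wells under 500 cells, flagged as cytotoxic or low count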
# WT yeast gro inh: growth inhibition of WT strain, primary screen, mitochondrial fusion inhibitor project, WT and mutant strains, chemical genetic; mitochondrial fusion phenotypic screen; inhibition, % at 10 µM; 190,000 tested, 2.1% active; in the data active means inhibition above about 58%; tested in S. cerevisiae
# MT stabilizer: microtubule stabilizers in HeLa cells, primary screen, imaging, high-content imaging; HeLa tubulin immunostaining HCS, 24 h; share of cells brighter than vehicle mean+2SD; % tubulin-high responders, % at 10 µM; 200,000 tested, 0.83% active; AID 2205, 2009;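 active means plate Z-score above 3 for both tubulin-high and condensed-nucleus cell shares, with cell loss under 80%, at 10 µM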;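 further: anti alpha tubulin signal scored within the nucleus-defined area of each cell; some results filed as inactive read as strong as hits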
# Autophagy HCS: autophagy modulators in MEF cells, primary screen, imaging, high-content, MEF GFP-LC3 | MEF GFP-LC3 puncta imaging; test concentration mostly 10 µM | calls only at 10 µM (by protocol) | 190,000 tested, 0.98% active | AID 463193, 2010;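 active means percentage of spot-positive cells more than 3 SD above its plate mean, without a fluorescence outlier flag or 80% toxicity; inconclusive means no clear call, values can overlap the other calls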;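 further: spot-positive cell cutoff set from DMSO-treated cells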
# b-catenin transl: modulators of beta-catenin nuclear translocation, primary screen, imaging, HeLa cells, immunofluorescence, high-content | nuclear translocation activity, % at 5 µM | 190,000 tested, 0.3% active | AID 1665, 2009;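 active means nuclear translocation activity above 50% at 5 µM, with a well cell count of 50 or more; inconclusive means wells under 50 cells across six images, flagged as toxic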;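 further: per-cell ratio of nuclear to cytoplasmic median beta-catenin stain intensity; plate controls were DMSO negative control for no effect and GSK-3 inhibitor IX positive control for full effect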
#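 Assay system: human HeLa cells, native beta-catenin; doses: 5 µM primary, 0.02–20 µM confirmation; incubation: compound treatment 24 h, 37°C, 5% CO2; technique: fluorescence imaging of beta-catenin antibody stain plus DAPI; measure: % activation, nuclear-to-cytoplasmic median beta-catenin signal ratio per cell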
# West Nile antiviral: West Nile virus antiviral activity, cell-based, CPE readout (AID 1621); West Nile virus-infected cells, CPE inhibition; higher % means a stronger effect; CPE inhibition, % at 10 µM, or IC50 in µM where a hit was titrated; 290,000 tested, 0.02% active; in the data active means a potency from the dose series; inconclusive means CPE inhibition mostly from about 3.7% at the one dose, without a potency; inactive means the rest, 99 in 100 with CPE inhibition below about 2.2%; further: strong numbers were not always called active
# Myeloid diff 2: induction of myeloid progenitor differentiation, primary screen, cell-based, flow cytometry, MLPCN library; ER-HoxA9 myeloid progenitors, lysozyme-GFP differentiation; calls only at 10 µM; 360,000 tested, 1% active; AID 624256, 2012;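 active means normalized GFP-positive differentiation at or above the plate's own cutoff, the solvent-only control mean plus 3 SD; inconclusive means no clear call, values can overlap the other calls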;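 further: cells exposed to compound for four days before flow analysis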
# WT yeast gro inh mutant strain: also measured in WT yeast gro inh; calls as there; inhibition, %; mitochondrial fusion phenotypic screen, mutant strain inhibition
# Ins promoter up cell count: further read-out of Ins promoter up, marked with its call; cell count; measured here: cytotoxicity, nuclei count;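 total cells summed across four imaged fields per well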
# Lipid droplet cells 6.5 µM: further read-out of Lipid droplet, marked with its call; cell count; measured here: cell count, cytotoxicity flag;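 cells counted across two imaged fields per well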
# b-catenin transl cell count 5 µM: recorded beside b-catenin transl, whose call it bears; cell count; measured here: cell count, cytotoxicity flag
# T cell HTS vesicle-bound %: also measured in T cell HTS; calls as there; double positive events, %; measured here: CD8+ vesicle-bound cell fraction;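 binding gate set so that unloaded-vesicle control wells show 10% double positive cells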
# MT stabilizer Hoechst-high %: second read-out of MT stabilizer, no call of its own (marks repeat the call); % Hoechst-high responders; measured here: nuclear condensation Hoechst responders;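 share of cells brighter than vehicle mean plus two SD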
# MT stabilizer cytotoxicity %: further read-out of MT stabilizer, marked with its call; toxicity, %; measured here: cytotoxicity by cell density;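 0% = mean cell density of plate MIN control wells and 100% = no cells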
# Autophagy HCS cell loss 18 h: second read-out of Autophagy HCS, no call of its own (marks repeat the call); toxicity, %; measured here: cell loss, nuclei count;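 cell loss after 18 h compound exposure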
# Myeloid diff 2 GFP+ MAC1+ %: recorded beside Myeloid diff 2, whose call it bears; GFP+ MAC1+ double positive, %; measured here: differentiation confirmed by MAC1 staining
# * marks the source's active call; other numbers are inactive results; i = inactive; u = inconclusive; x = not tested or not shown.
nr	canonical_smiles	MT stabilizer Hoechst-high %	T cell HTS	Myeloid diff 2	T cell HTS vesicle-bound %	Myeloid diff 2 GFP+ MAC1+ %	MT stabilizer cytotoxicity %	MT stabilizer	Lipid droplet	b-catenin transl	Ins promoter up	WT yeast gro inh	Autophagy HCS	Autophagy HCS cell loss 18 h	Lipid droplet cells 6.5 µM	Ins promoter up cell count	WT yeast gro inh mutant strain	b-catenin transl cell count 5 µM	West Nile antiviral
1	Cc1cccc(Nc2nc(NCc3ccco3)nc(N3CCOCC3)n2)c1	3.0	i	i	22	2.9	11	3.5	17	2.0	-1.6	8	i	11	557	1023	4	1067	3.2%
2	COCc1nnc(NC(=O)CCCCCN2C(=O)c3ccccc3C2=O)s1	1.3	i	i	17	6.9	10	2.5	-7	x	0.31	-1	i	-2	555	1266	13	x	1.1%
3	Cc1ccc(S(=O)(=O)n2nc(C)cc2N)cc1	2.0	i	i	54	0.3	2.9	1.9	11	-0.4	0.47	6	i	20	693	1401	10	1062	0.2%
4	CC(C)C(=O)NC(=S)N1CCc2ccccc21	2.8	i	i	30	1.6	7.6	5.0	9	-2.5	0.24	6	i	10	724	1313	-17	536	-0.6%
5	Nc1nc(Br)c2ccccc2c1-c1ccccc1	1.5	i	i	58	0.1	7.4	1.0	x	0.9	-0.05	-12	i	-1	x	1328	13	1109	0.3%
6	Cc1nn(-c2ccccc2)c(C)c1/C=N/n1c(-c2ccc(C(C)(C)C)cc2)n[nH]c1=S	1.6	i	i	59	0.9	9.5	1.4	x	-0.2	-0.05	39	i	5	x	1577	-13	1406	0.7%
7	COc1ccc2[nH]c(=O)c(CN(C(=O)c3ccncc3)C(C)(C)C)cc2c1	1.3	i	i	10	1.2	4.6	1.8	x	-2.3	0.88	-15	i	-4	x	989	-10	1092	1.0%
8	CCOc1ccc(CCNC(=O)C2CCCN(c3ncnc4c3nc3n4CCCCC3)C2)cc1 (stereo not drawn)	x	i	i	11	2.2	x	x	9	x	x	x	x	x	692	x	x	x	0.3%
9	CC1CCN(C(=O)Nc2cccc(NC(=O)N3CCC(C)CC3)c2)CC1	1.8	i	i	31	0.3	11	2.0	x	-1.1	0.86	14	i	-5	x	954	9	665	-0.4%
10	CCc1cc2cc(C(=O)Nc3ccc(C)cc3)sc2s1	2.3	i	i	34	0.4	8.3	5.0	5	4.0	x	-5	i	7	742	x	1	560	0.2%
11	CC(CCc1ccccc1)NC(=O)C1CCN(S(=O)(=O)N2CCCCC2)CC1 (stereo not drawn)	2.2	i	i	7	4.4	6.4	4.1	x	1.6	-1.4	x	i	4	x	1397	x	1336	0.1%
12	COc1cc(C(=O)NC(=S)Nc2ccccc2N2CCCC2)cc(OC)c1OC	x	i	u	54	x	x	x	-14	x	x	x	x	x	741	x	x	x	1.1%
13	COc1ccc(S(=O)(=O)NCC(=O)O)cc1C(=O)NC1CCCCC1	2.2	i	i	33	0.8	13	2.7	-1	-1.3	0.22	-8	i	-23	698	1222	-8	967	0.6%
14	Cc1cc(C)c(OCCCON2C(=O)CCC2=O)c(Br)c1	2.9	i	i	48	0.3	2.3	4.5	x	-0.4	0.54	3	i	8	x	1448	8	1523	-0.3%
15	CCn1c(=O)c(C(=O)Nc2ccccc2C)c(O)c2ccccc21	1.3	i	i	54	5.1	1.6	3.2	8	-0.6	0.03	-1	i	1	790	1305	-2	1169	0.5%

# Gathered by group: those above containing bromine (2)
nr	canonical_smiles	MT stabilizer Hoechst-high %	T cell HTS	Myeloid diff 2	T cell HTS vesicle-bound %	Myeloid diff 2 GFP+ MAC1+ %	MT stabilizer cytotoxicity %	MT stabilizer	Lipid droplet	b-catenin transl	Ins promoter up	WT yeast gro inh	Autophagy HCS	Autophagy HCS cell loss 18 h	Lipid droplet cells 6.5 µM	Ins promoter up cell count	WT yeast gro inh mutant strain	b-catenin transl cell count 5 µM	West Nile antiviral
5	Nc1nc(Br)c2ccccc2c1-c1ccccc1	1.5	i	i	58	0.1	7.4	1.0	x	0.9	-0.05	-12	i	-1	x	1328	13	1109	0.3%
14	Cc1cc(C)c(OCCCON2C(=O)CCC2=O)c(Br)c1	2.9	i	i	48	0.3	2.3	4.5	x	-0.4	0.54	3	i	8	x	1448	8	1523	-0.3%

# Later entries:
nr	canonical_smiles	MT stabilizer Hoechst-high %	T cell HTS	Myeloid diff 2	T cell HTS vesicle-bound %	Myeloid diff 2 GFP+ MAC1+ %	MT stabilizer cytotoxicity %	MT stabilizer	Lipid droplet	b-catenin transl	Ins promoter up	WT yeast gro inh	Autophagy HCS	Autophagy HCS cell loss 18 h	Lipid droplet cells 6.5 µM	Ins promoter up cell count	WT yeast gro inh mutant strain	b-catenin transl cell count 5 µM	West Nile antiviral
16	COc1ccc(NC(=O)N(Cc2cc3cc(OC)ccc3[nH]c2=O)CC2CCCO2)cc1 (stereo not drawn)	2.0	i	i	27	0.5	0.8	4.1	x	-3.2	0.71	4	i	4	x	1279	9	1137	0.4%
17	CS(=O)(=O)Nc1ccc(C(=O)NCc2ccco2)cc1	2.8	i	i	34	7.7	6.8	3.2	-5	0.0	0.06	-7	i	-3	687	1265	-8	1058	0.9%
18	O=C1OCC2=C1C(c1ccccc1)CC(=O)N2c1cccc(F)c1 (stereo not drawn)	2.1	i	i	13	0.4	2.6	2.6	-21	1.2	-0.01	-3	i	-29	693	1338	-12	1087	1.0%
19	COc1cccc(/C=C/c2nc3c(cnn3-c3ccccc3)c(=O)[nH]2)c1	5.7	i	i	36	0.2	7.0	7.0	5	2.1	-1.1	13	i	-3	660	1476	6	1028	-0.6%
20	O=C(COC(=O)CNS(=O)(=O)c1ccc(Br)cc1Cl)NCCc1ccccc1	x	i	i	62	1.6	x	x	-52	x	x	x	x	x	698	x	x	x	0.0%
21	O=C(CN(C(=O)CNS(=O)(=O)c1ccccc1)c1ccc2c(c1)OCCO2)NCc1ccco1	2.8	i	i	12	0.5	6.8	4.6	x	-3.5	-1.3	-25	i	10	x	1454	-12	943	-0.1%
22	CCCCN(C)C(=O)CCC(=O)Nc1ccc2nc(N3CCN(C)CC3)cc(C)c2c1	2.0	i	i	11	0.4	16	1.4	-3	-1.1	0.32	23	i	2	738	1214	-9	1045	-0.3%
23	CC(=O)NC(C)c1nc2ccccc2n1Cc1ccccc1F (stereo not drawn)	2.8	i	i	21	0.9	19	2.6	-30	-3.4	x	1	i	4	732	x	-2	569	-0.5%
24	CCOc1ccccc1/C=N/NC(=O)c1cc(C(C)C)[nH]n1	x	i	i	14	0.4	x	x	4	x	x	x	x	x	771	x	x	x	1.0%
25	COc1ccc(/C=N/NC(=O)c2ccoc2C)cc1CN1CCN(c2ccc(F)cc2)CC1	x	i	i	30	0.8	x	x	-11	x	x	x	x	x	831	x	x	x	-1.1%
26	COc1ccc(C(=O)NC(C(=O)N2CCN(c3ccccc3O)CC2)C(C)C)cc1 (stereo not drawn)	x	i	i	12	0.7	x	x	-6	x	x	x	x	x	728	x	x	x	-0.7%
27	CCN(c1ccccc1)S(=O)(=O)c1cc(NC(=O)CSc2n[nH]c(=O)[nH]c2=O)ccc1Cl	x	i	i	15	0.6	x	x	-18	1.3	0.01	x	x	x	720	1024	x	1312	1.2%
28	Cc1nc(NCCc2ccc(S(N)(=O)=O)cc2)c2c3c(sc2n1)CCC3	1.3	i	i	13	8.1	9.8	2.0	-12	1.6	-0.33	10	i	1	757	961	6	1160	1.3%
29	CCOC(=O)C(Cc1cc(C(C)=O)ccc1OC(C)C)C(=O)OCC	2.1	i	x	35	x	11	5.5	x	-2.4	0.27	2	i	14	x	1145	11	1170	0.2%
30	CC(NC(=O)OCc1ccccc1)C(=O)N1CC(O)CC1C(=O)O (stereo not drawn)	2.2	x	i	x	2.0	4.2	2.5	18	x	0.61	-3	i	38	734	1350	0	x	-0.1%
31	O=C(O)c1ccc(CN2C(=O)c3ccc(C(=O)O)cc3C2=O)cc1	x	i	i	41	0.6	x	x	-15	x	x	x	x	x	711	x	x	x	-0.1%
32	N=C(N)SCP(=O)(c1ccccc1)c1ccccc1	x	i	i	27	1.5	x	x	11	0.2	-0.25	x	x	x	756	1103	x	1338	0.2%
33	COc1ccc(-c2cc(C(=O)NCCN3CCOCC3)c3ccccc3n2)cc1	1.0	x	i	x	0.2	8.0	2.1	x	-6.6	0.21	-11	i	6	x	1210	5	850	0.1%
34	Cn1c(COc2ccc([N+](=O)[O-])cc2)nnc1SCC(N)=O	1.8	i	i	41	0.3	0.8	1.0	15	2.9	-1	-10	i	6	673	1097	6	1003	0.1%
35	CC12CC3(C)CC(C)(C1)CC(C(=O)Nc1nn[nH]n1)(C2)C3	1.1	i	i	16	5.1	18	3.0	4	x	-0.48	-27	i	-1	739	973	-26	x	0.2%
36	Cc1ccc(C)c(NC(=O)CCc2nnc3ccc(N4CCCC4)nn23)c1	x	i	i	12	1.0	x	x	4	x	x	x	x	x	688	x	x	x	-0.2%
37	CCCc1cc(C(=O)Nc2c(C)n(C)n(-c3ccccc3)c2=O)no1	1.6	i	i	6	3.2	12	6.2	x	x	0.72	0	i	3	x	966	-1	x	-0.3%
38	CCCNC(=O)C1CCN(S(=O)(=O)c2ccc3nc4c(c(C(=O)O)c3c2)CCCCC4)CC1	2.3	i	i	31	1.7	7.4	5.5	3	-0.7	1.3	7	x	x	696	1547	6	1076	0.1%
